FAS-TE inh – inhibitors of human fatty acid synthase thioesterase domain | inhibition, % at 15 µM | recombinant FAS-TE, OMFH fluorogenic substrate, fluorescence endpoint | 360,000 tested, 0.67% active;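 active = compounds whose normalised, plate-corrected inhibition of enzyme fluorescence in the single-dose primary screen is 50% or more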;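 note: 0% = DMSO with enzyme and 100% = substrate without enzyme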
MsrA act – bovine methionine sulfoxide reductase A activation. purified bovine MsrA, absorbance read-out. activation, % at 10.6 µM. 360,000 tested, 0.3% active; in the data active = activation above about 7.5%;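 note: 0% = vehicle and 100% = reference activator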
MLLE-PAM2 inh – blocks PAM2 peptide binding to the PABP1 MLLE domain; inhibition, % at 20 µM; P11940; AID 588489; 360,000 tested, 0.36% active; GST-MLLE / FITC-PAM2 fluorescence polarization; in the data active = inhibition above about 35%, passing the limit was not always enough;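 note: plate controls were DMSO wells with GST-MLLE for no effect and wells lacking GST-MLLE protein for full effect; some results filed as inactive read as strong as hits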
Target sequence (P11940 whole entry, looked up, the tested form may be a part): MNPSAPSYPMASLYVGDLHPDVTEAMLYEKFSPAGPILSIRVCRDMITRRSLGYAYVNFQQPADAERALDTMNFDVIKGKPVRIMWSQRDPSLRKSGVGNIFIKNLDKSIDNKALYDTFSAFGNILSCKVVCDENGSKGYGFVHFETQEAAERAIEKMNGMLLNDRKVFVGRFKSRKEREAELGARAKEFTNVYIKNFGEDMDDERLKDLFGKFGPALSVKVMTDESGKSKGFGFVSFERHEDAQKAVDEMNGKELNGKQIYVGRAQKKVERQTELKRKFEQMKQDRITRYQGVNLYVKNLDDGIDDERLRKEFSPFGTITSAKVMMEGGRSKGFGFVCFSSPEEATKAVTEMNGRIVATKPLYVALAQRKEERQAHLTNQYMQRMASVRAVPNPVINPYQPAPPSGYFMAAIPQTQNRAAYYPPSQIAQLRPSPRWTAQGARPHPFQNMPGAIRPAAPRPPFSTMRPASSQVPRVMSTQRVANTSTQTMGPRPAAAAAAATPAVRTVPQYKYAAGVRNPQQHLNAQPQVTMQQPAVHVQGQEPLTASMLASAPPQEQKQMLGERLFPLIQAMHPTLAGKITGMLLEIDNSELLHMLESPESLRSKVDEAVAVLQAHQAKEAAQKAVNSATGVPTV
CSN inh – CSN deneddylation inhibition | 360,000 tested, 0.38% active | AID 651999 | Purified CSN, SCF-Nedd8-OG deneddylation, fluorescence polarization | inhibition, % at 12.5 µM;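 active = pattern-corrected inhibition above about 35%, with an unprinted fluorescence ratio check between 0.5 and 1.5, limit read from the data, passing the limit was not always enough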;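 note: 0% = enzyme with substrate and 100% = substrate without enzyme; some results filed as inactive read as strong as hits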
Target sequence (Q92905 whole entry, looked up, one chain of several): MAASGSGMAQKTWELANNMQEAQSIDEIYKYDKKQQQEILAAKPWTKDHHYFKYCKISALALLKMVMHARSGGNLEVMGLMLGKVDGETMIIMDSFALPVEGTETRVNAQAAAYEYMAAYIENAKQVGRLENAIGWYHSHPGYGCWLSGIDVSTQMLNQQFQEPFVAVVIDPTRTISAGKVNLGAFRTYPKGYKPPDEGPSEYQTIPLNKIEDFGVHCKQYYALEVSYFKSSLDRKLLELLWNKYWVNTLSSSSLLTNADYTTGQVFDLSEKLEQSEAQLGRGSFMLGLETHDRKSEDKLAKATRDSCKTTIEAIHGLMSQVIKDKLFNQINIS
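Assay system: Purified human Csn5 enzyme expressed in HEK293T cells | Amount: Enzyme 0.24 nM | Measured by: Fluorescence polarization readout | Medium: Tris/NaCl/DTT buffer, pH 7.5 | Compound dosing: One concentration, 12.5 µM, 0.25% DMSO | Times: 90 min incubation of compound, enzyme and substrate at room temperature | Control set: no-enzyme wells high, enzyme-with-substrate wells low | Read-out: % inhibition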
eLon inh – inhibits E. coli Lon protease | P0A9M0 | purified E. coli Lon protease, fluorescence polarization | inhibition, % at 7.94 µM | 360,000 tested, 0.42% active | AID 602123; in the data active = inhibition above about 13%, passing the limit was not always enough;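 note: 0% = enzyme with probe and DMSO and 100% = no enzyme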
Rin1-Abl PPI inh – inhibitors of human Rin1-Abl protein interaction. P00519+Q13671. TR-FRET Rin1/Abl binding, biochemical. inhibition, % at 7.35 µM. 360,000 tested, 0.4% active; in the data active = inhibition above about 5%, passing the limit was not always enough
MsrA inh – inhibits bovine methionine sulfoxide reductase A; purified bovine MsrA, absorbance read-out; inhibition, % at 15.5 µM; 360,000 tested, 0.75% active; AID 651718; in the data active = inhibition above about 4.5%;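 note: 0% = vehicle wells with enzyme and 100% = reference inhibitor wells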
Neddyl block – inhibitors of human cullin neddylation | calls only at 25 µM | TR-FRET cullin neddylation, biochemical | 360,000 tested, 0.58% active | AID 651699 | P61081+Q13564; in the data active = inhibition above about 36%
TbMetRS inhib – blocks T. brucei methionyl-tRNA synthetase activity; purified T. brucei MetRS, ATP depletion, Kinase-Glo luminescence; inhibition, % at 11.9 µM; 360,000 tested, 0.4% active;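 active = inhibition above a per-plate cutoff of the control wells' mean inhibition plus 3 SD, cut at about 5.5% in these data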;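 note: 0% = DMSO wells median and 100% = median of wells with control inhibitor compound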
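Dosing: 11.9 µM single point; system: parasite MetRS enzyme; technique: luminescence of leftover ATP; times: 15 min enzyme-compound preincubation, 2 h reaction, 10 min detection, 25 °C; replicates: each compound tested once; read-out basis: percent inhibition relative to median high and low control wells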
* hit, by the source's call; i = inactive; . = not tested or not shown.

SMILES	FAS-TE inh	MsrA act	MLLE-PAM2 inh	CSN inh	eLon inh	Rin1-Abl PPI inh	MsrA inh	Neddyl block	TbMetRS inhib
CC(=O)Nc1cccc(Oc2ccc3c(c2)C(=O)N(CCC(=O)O)C3=O)c1	-5	0	3	-9	4	1	0.8	i	-0.2
O=C(Nc1ccccc1C(=O)Nc1ccccc1)c1ccccc1Br	14	0	-4	4	1	0	0.0	i	-0.3
CCNC(=S)N(CCO)Cc1cc2cc3c(cc2[nH]c1=O)OCO3	-5	-4	10	7	4	-2	2.9	i	1.0
Cc1ccc(S(=O)(=O)NC(=O)c2ccccc2F)cc1	-2	-1	3	1	7	-2	1.6	i	-0.3
FC(F)(F)c1cccc(Nc2nc(N3CCCC3)nc(N3CCCC3)n2)c1	18	-3	-11	-4	-3	-3	0.0	i	0.6
CCOC(=O)CNC(=O)CSc1nc(N)cc(N)n1	-3	-5	13	1	-1	3	1.5	i	-0.9
O=C(c1ccc(C(F)(F)F)cc1)N(CCCn1ccnc1)C(c1ccccn1)c1nc2ccccc2[nH]1 (configuration not stated)	-4	-1	-8	4	-12	0	0.1	i	0.4
O=C(O)COc1ccccc1C1C2C(=O)N(c3ccc(F)cc3)C(=O)C2ON1c1ccccc1 (configuration not stated)	5	-4	-4	3	0	1	-1.1	i	-0.8
N=c1sccn1CC(=O)Nc1ccccc1-c1ccccc1	-12	-9	-1	0	-8	1	-1.0	i	-0.8
Cn1c(CC(=O)Nc2ccccc2F)nnc1SCC(=O)NC1CCCC1	-3	-1	10	-1	1	0	-1.1	i	-0.7
Oc1ccc(C[C@H]2CNC(=S)N2CC2CCCN2C[C@H](Cc2ccc(O)cc2)N2C[C@H](Cc3ccc(O)cc3)N(CC3CCCCC3)C2=S)cc1 (some centres not stated)	-68	-7	7	1	4	2	1.0	i	-0.7
Cc1ccc(S(=O)(=O)N2C[C@@H](C)[C@]3(C2)[C@H](O)[C@H](OC(=O)NCc2ccccc2F)C[C@H]2C(=O)N(c4ccccc4)C(=O)[C@H]23)cc1	28	-4	1	6	-7	2	0.4	i	0.0
CCOCCCNC(=O)c1cn(C)c(=O)c2cc(OC)c(OC)cc12	-8	-4	12	4	0	1	0.9	i	0.0
Cc1ccc(S(=O)(=O)Cn2nnnc2CN2CCN(Cc3ccc4c(c3)OCO4)CC2)cc1	2	0	-2	3	1	1	1.7	i	0.4
COc1ccc(OC)c(N(CC(=O)N2CCCC2)S(C)(=O)=O)c1	-5	-1	-4	0	-17	1	-0.8	i	-1.2
COc1ccccc1N(Cc1cc(=O)[nH]c2ccccc12)C(=O)C(C)C	-1	-4	-6	0	-6	1	-1.0	i	-0.4
O=C(c1cccc(Br)c1)N1CCN(C(=O)N2CCOCC2)CC1	-2	-2	9	2	-13	-2	-0.1	i	-1.3
O=S(=O)(Nc1ccc(Cc2ccncc2)cc1)c1ccc(Cl)s1	-3	-2	-5	0	-11	1	1.1	i	-0.5
CCOC(=O)c1c(C)sc2c1N(C(=O)CN1CCOCC1)c1cc(Cl)ccc1S2	5	-10	5	6	-5	0	1.1	i	-1.3
CCCCCCn1c(=O)n2n(c1=O)[C@@H]1CN(S(=O)(=O)c3ccc(C)cc3)C[C@]1(O)[C@@H](OC(=O)Nc1c(C)noc1C)C2	4	-1	1	7	3	-3	-0.2	i	-0.7
Cc1ccc(OCC(O)Cn2c(=N)n(CCN3CCOCC3)c3ccccc32)cc1 (configuration not stated)	-6	-3	-7	-2	-5	2	0.5	i	0.1
CC(Oc1ccccc1F)C(=O)Nc1ccc2ccccc2c1 (configuration not stated)	18	-1	8	3	1	-3	-0.8	i	-0.3
Nc1cc([N+](=O)[O-])ccc1N1C(=O)CCCC1=O	-5	-2	-9	4	-2	2	2.5	i	-0.3
Cc1ccc(-n2c(SCC(=O)N3c4ccccc4Sc4ccccc43)nnc2-c2ccncc2)cc1	18	-4	3	-13	-7	-1	0.3	i	0.1
COc1ccccc1-c1nc(=S)c(C(C)=O)c(C)[nH]1	-6	-2	17	-5	-3	0	-0.7	i	-0.9
CCCS(=O)(=O)N1CCN(C2CCC(C)CC2)CC1 (configuration not stated)	-11	-6	20	3	7	0	-1.1	i	-0.2
Cc1ccc(CCNC(=O)C2CC(=O)N(CCc3ccccc3)C2)cc1 (configuration not stated)	-4	-2	-17	-9	3	4	0.6	i	-0.7
CC[n+]1ccc(C(=O)NCc2ccccc2)cc1	-1	-5	2	-5	-3	3	0.7	i	-0.5
O=C(CCC1CCCN(Cc2ccc(O)c(Cl)c2)C1)NCc1ccccc1F (configuration not stated)	-2	-2	-8	-1	-2	-1	1.8	i	-0.5
O=C1NC(=Nc2ccccc2)S/C1=C/c1cccnc1	-1	-3	-15	-2	0	-2	1.5	i	-0.5
CN(CC(=O)Nc1ccc(N2CCOCC2)cc1)Cc1c(O)ccc2ccccc12	-1	-2	20	4	4	2	1.4	i	-1.2
CCCCCC(O)(CCN1CCCCC1)c1ccccc1 (configuration not stated)	-2	7	-8	3	-4	-2	-0.9	i	0.0
O=C(Cc1ccc2c(c1)OCO2)NN=Cc1ccc([N+](=O)[O-])o1	7	-4	-2	3	-6	-2	1.8	i	-0.2
O=C(O)/C=C/C(=O)N1CCN(C(c2ccccc2)c2ccccc2)CC1	-10	-1	1	0	-4	-5	1.6	i	-0.5
CCc1ccc(OCC(=O)Nc2cccc3c2CCCC3)cc1	39	-4	4	0	4	0	2.9	i	0.2
COc1ccc(-c2cc(C3CCN(c4cc(Cl)nc(N)n4)CC3)[nH]n2)cc1	4	-2	-9	2	2	2	0.5	i	0.5
COc1ccccc1NC(=O)CN(C)S(=O)(=O)c1cc(C)ccc1OC	-4	-10	-1	1	-5	-3	-1.3	i	-0.7
COc1ccc(C2=NOC(C(=O)NCc3ccccc3)C2)cc1 (configuration not stated)	-12	-12	4	-3	-11	-1	.	i	-1.7
CC1(C(=O)Nc2ccc3nc[nH]c3c2)CCN1C(=O)c1ccccc1CCc1ccccc1 (configuration not stated)	-5	0	11	5	0	0	-0.3	i	-0.1
COc1cccc(C2C(C(N)=O)=C(C)Nc3nc(CCCO)nn32)c1 (configuration not stated)	-5	-10	4	1	-4	0	1.0	i	-2.1
CC(=O)N1c2ccc(S(=O)(=O)N3CCCC(C(=O)NCc4ccccc4)C3)cc2CC1C (configuration not stated)	2	-3	6	5	1	-2	0.0	.	-0.4
CSc1ccc(C#N)cc1NC(=O)c1ccccc1	4	-1	6	-16	0	3	-1.9	i	0.3
O=C(COC(=O)c1cccnc1Cl)Nc1ncc(Cl)cc1Cl	2	-4	-7	-6	9	1	-0.1	i	-0.5
O=C(Nc1ccccc1)O/N=C1/CCCc2occc21	-2	-2	10	-3	3	4	-0.6	i	-0.2
O=[N+]([O-])c1cc(C(F)(F)F)ccc1NCC1CCCO1 (configuration not stated)	-5	-2	-11	7	-3	0	0.7	i	0.0
CCCN(CCC)C(=O)c1ccc2c(c1)OCO2	-5	-3	15	7	-5	6	-1.2	i	-0.6
CCOC(=O)c1ccccc1NC(=S)N1CC(C)CC(C)C1 (configuration not stated)	20	-10	-21	-14	1	0	0.8	i	-1.4
Cc1ccc(N(C)C(=O)c2cc(S(=O)(=O)N3CCCCC3)c[nH]2)cc1	-2	0	-5	-1	-4	2	0.0	i	-0.5
Cc1ccc(OCCCC(=O)N2CCN(S(=O)(=O)c3cccc(F)c3)CC2)cc1	7	0	-6	0	11	-1	1.1	i	-0.4
Cn1nc(-c2ccccc2)c(-c2nc(-c3ccccc3Cl)no2)c1Cl	27	-3	3	4	-2	-2	1.2	i	-0.1
O=C(Nc1ccccc1)Nc1nc(-c2ccc(F)cc2)cs1	-8	0	-4	-6	8	0	2.0	i	0.1
CSc1cccc(NC(=S)N(CCCN2CCCC2)Cc2cccs2)c1	0	0	-42	1	1	-3	1.1	i	0.2
CCCn1c(N)c(N(CCOC)C(=O)c2cc3ccccc3cc2OC)c(=O)[nH]c1=O	-7	-3	14	-1	-7	1	-0.9	i	-0.1
Cc1ccc(Cc2nc(-c3ccncc3)no2)cc1	-1	-1	1	7	0	-4	0.9	i	-0.7
Cc1csc(=O)n1CCC(=O)OCc1nnc(-c2ccc([N+](=O)[O-])cc2)o1	17	-4	0	-5	-2	2	-0.6	i	-0.5
CC(C)(C)NC(=O)C(c1ccccc1)N(C(=O)C1CSC(=O)C1)c1ccccc1 (configuration not stated)	0	-3	1	-1	-10	1	0.6	i	-1.3
CCSc1nc(N)c(C#N)c(-c2ccccc2Cl)c1C#N	20	-1	-56	-5	-9	3	0.8	i	0.3
Cc1ccsc1C(=O)N1CCC1(C)C(=O)NS(=O)(=O)c1ccccc1C(F)(F)F (configuration not stated)	-7	-1	11	0	-1	-2	-0.6	i	-0.2
S=C(NCc1ccco1)Nc1ccc(Br)cc1Cl	5	3	9	-2	1	3	1.1	i	-0.2
CCc1nc2sc3c(c2c(=O)n1NC(=O)CCl)CCCC3	-8	-3	-3	-4	5	-2	1.5	i	1.4

By substructure: those above with a cyano group.
SMILES	FAS-TE inh	MsrA act	MLLE-PAM2 inh	CSN inh	eLon inh	Rin1-Abl PPI inh	MsrA inh	Neddyl block	TbMetRS inhib
CSc1ccc(C#N)cc1NC(=O)c1ccccc1	4	-1	6	-16	0	3	-1.9	i	0.3
CCSc1nc(N)c(C#N)c(-c2ccccc2Cl)c1C#N	20	-1	-56	-5	-9	3	0.8	i	0.3

More results:
SMILES	FAS-TE inh	MsrA act	MLLE-PAM2 inh	CSN inh	eLon inh	Rin1-Abl PPI inh	MsrA inh	Neddyl block	TbMetRS inhib
O=C(Nc1cccnc1)c1cccc(S(=O)(=O)Nc2ccccc2F)c1	-4	0	5	-2	4	0	-0.5	i	-0.2
CC(=O)N(c1ccccc1C)C1CCCC1	-7	-4	-7	2	-14	1	-0.3	i	-0.8
CCCNC(=O)C/C(C)=N/NC(=O)COc1ccc(C)cc1Br	-13	-5	8	-1	-1	2	0.2	i	0.6
CC(=O)Nc1cc(C(=O)N(C)Cc2ccco2)ccc1Sc1ccc(C)cc1	-4	-3	13	-11	3	0	-1.8	i	0.0
O=C(Nc1ccc(-c2ccc3nncn3n2)cc1)c1ccc(Br)o1	-2	-6	1	64*	-13	-1	1.9	i	-0.3
CC(Nc1n[nH]c(=S)[nH]c1=O)C(=O)OCc1ccccc1 (configuration not stated)	-6	-24	17	-3	-1	-4	1.1	i	-2.0
Cc1ccc2c(c1)c(C)cc(=O)n2CCC(=O)O	-8	-11	8	-2	-14	-1	0.3	i	-0.8
Cc1ccc(-c2csc3nc(C)n(-n4c(C)ccc4C)c(=O)c23)o1	13	-3	17	-1	8	-1	15*	i	-0.4
Cc1cc2oc(C(=O)Nc3ccc(S(=O)(=O)Nc4onc(C)c4C)cc3)cc(=O)c2cc1Cl	-4	-7	3	1	-10	0	0.1	i	-0.3
Cc1c(C(=O)O)cccc1[N+](=O)[O-]	-7	-8	-8	5	9	-2	0.3	i	-0.9
CCCC(=O)N1c2ccccc2[C@@H](N(C(C)=O)c2ccccc2)C[C@H]1C	-6	-5	6	5	-2	3	-0.2	i	-0.8

Not a hit list. About 4% of those tested had a hit in this group.
